Screening results as filed in PubChem.
EBNA-1 inhibitor – blocks EBNA-1 binding to DNA; EBNA-1 DNA binding, fluorescence polarization; inhibition, % at 14.8 µM; 300,000 compounds, 0.34% hits; AID 1950; in the data active = inhibition above about 28%
ZTA counter – blocks Epstein-Barr virus ZTA, an EBNA-1 counter-screen; P03206; ZTA-DNA binding, fluorescence polarization; inhibition, % at 11 µM; 320,000 compounds, 0.15% hits; AID 2234; in the data active = inhibition above about 33%
proCasp7 act – counter-screen for procaspase-3 activators: activators of human procaspase-7 | P55210 | recombinant procaspase-7, Ac-DEVD-pNA absorbance 405 nm; D23A/D198A/D206A triple mutant, cannot self-cleave; scale: DMSO 0, 5 µM enzyme 100 | activation, % at 8.5 µM | 330,000 compounds, 0.093% hits | AID 463210;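 active = percent activation above the screen-wide mean plus 3 SD, cut at about 25% in these data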
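Replicates: singlicate. Assay system: Procaspase-7 triple mutant (PC-7 D3A). Signal: 405 nm absorbance of p-nitroaniline. Times: 1 h preincubation, 2 h reaction. Buffer or medium: Zinc-free HEPES pH 7.4 with 300 mM NaCl, 0.01% Triton X-100. Also added: DEVD-pNA substrate. Benchmarks: DMSO wells as 0%, DMSO with 5 µM added PC-7 as 100%.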
procasp3 activ – activates human procaspase-3 | recombinant procaspase-3 D3A, Ac-DEVD-pNA absorbance 405 nm | activation, % at 8.5 µM | 330,000 compounds, 0.11% hits | AID 463141;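 active = activation above the mean of all tested compounds plus 3 SD, cut at about 21% in these data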;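 also: 0% = DMSO alone and 100% = DMSO wells spiked with extra 5 µM PC-3 D3A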
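Assay system – Procaspase-3 D3A mutant, all three cleavage aspartates alanine · Controls – DMSO-only low control, 5 µM PC-3 D3A high control · Schedule – 1 h compound preincubation, 2 h substrate hydrolysis at 25 °C · Signal – 405 nm absorbance of p-nitroaniline, reads at 0 and 120 min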
RPL19A TOR yeast – alters RPL19A-GFP fluorescence in TOR pathway yeast screen | S. cerevisiae RPL19A-GFP strain, flow cytometry, 3 h; stronger effect = lower value | percent response vs DMSO, % at 10 µM | 330,000 compounds, 0.3% hits;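 active = percent response vs DMSO below 50%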;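 also: median channel GFP fluorescence of the barcoded RPL19A-GFP strain; ratio of sample median GFP to plate DMSO average so 100% = DMSO; lower means less RPL19A-GFP as with rapamycin TOR inhibition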
AHR activator – human AHR activation; P35869; 320,000 compounds, 2.5% hits; activation, % at 5 µM; AHR-responsive luciferase reporter cells, luminescence; in the data active = activation above about 47%;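 also: 0% = vehicle wells and 100% = reference agonist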
LAP4 TOR yeast – yeast TOR pathway LAP4-GFP modulation. S. cerevisiae LAP4-GFP multiplex, flow cytometry GFP, 3 h; median GFP as percent of DMSO wells. 320,000 compounds, 0.34% hits. GFP response vs DMSO, % at 10 µM;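 active = GFP response vs DMSO above a set limit, about the screen mean plus 3 SD, cut at about 150% in these data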
MEP2 TOR yeast – yeast TOR pathway MEP2-GFP modulation | S. cerevisiae MEP2-GFP strain, flow cytometry GFP, 3 h; 100% = DMSO control level | GFP response vs DMSO, % at 10 µM | 330,000 compounds, 0.51% hits;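 active = GFP response versus DMSO above a set limit, roughly screen mean plus 3 SD, cut at about 180% in these data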;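 also: median GFP fluorescence of the barcode-gated MEP2-GFP cells per well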
An asterisk follows results filed as active; nt = no result given. Compounds were not picked by outcome. About 3.8% of those tested had a hit in this group.

SMILES	EBNA-1 inhibitor	ZTA counter	proCasp7 act	procasp3 activ	RPL19A TOR yeast	AHR activator	LAP4 TOR yeast	MEP2 TOR yeast
O=C(Oc1ccc(C(=S)N2CCOCC2)cc1)c1cccc(Cl)c1	1.8	21.6	-9.1	-1.4	101.2	2.6	99.5	105.2
CC(Oc1ccc(/C=N/NC(=O)Cc2cccc3ccccc23)cc1)C(=O)O (stereo not given)	-1.9	-5.8	2.5	4.0	101.1	5.2	95.2	99.7
Cc1nn(C)c(C(=O)N/N=C/c2ccc(-c3ccccc3)cc2)c1Cl	37.5*	6.5	11.7	5.4	98.0	-12.7	102.7	99.1
O=[N+]([O-])c1ccccc1/C=N/N1CCN(Cc2ccccc2)CC1	7.9	9.6	12.6	3.6	94.2	3.2	87.5	94.5
O=C1CN(C(=O)CN2CCCC2)C(c2ccccc2)c2cc(Br)ccc2N1 (stereo not given)	0.8	-1.0	4.0	5.6	100.3	30.1	96.2	105.1
Cn1c(C(N)=O)cnc1Sc1ncc(C(F)(F)F)cc1Cl	8.2	6.7	-7.4	3.5	103.0	-0.8	107.1	120.0
CC(CNC(=O)CCc1nnc(CCC2CCCCC2)o1)c1ccccc1 (stereo not given)	0.8	-4.1	7.5	1.2	97.4	3.6	97.6	98.1
COc1cccc(/C=N/NC(=O)CCn2nnc3ccccc32)c1	6.8	-24.3	-3.9	2.3	107.6	17.4	97.7	110.6
O=C(CCC(=O)NNC(=S)Nc1ccccc1)NCc1ccccc1	1.7	18.3	-5.9	9.8	98.3	-2.4	101.4	96.9
CSc1ccc(/C=C(\NC(=O)c2ccc(C)cc2)C(=O)NN)cc1	5.4	6.2	0.6	-11.1	100.7	2.2	112.1	93.2
Cc1ccsc1CN(C)C(=O)CCc1nnc(COc2ccccc2)o1	-3.1	-2.7	9.1	2.3	105.4	7.2	93.3	103.5
CCOc1ccc(N(Cc2cc3ccc(C)cc3[nH]c2=O)S(=O)(=O)c2ccccc2)cc1	-7.6	-5.4	9.0	2.9	93.3	7.1	89.7	99.0
COCCNCCOCCOc1cccc(OC)c1	6.2	-18.6	13.5	1.0	101.6	-1.8	96.5	103.2
CCn1c(C(O)c2cccc(OC)c2OC)nc2ccccc21 (stereo not given)	-5.4	3.1	9.2	-5.4	106.6	6.8	108.0	100.1
Cc1nc(C)c(C(=O)N2CCCC(CCC(=O)NCc3ccc(F)c(F)c3)C2)s1 (stereo not given)	-1.9	-1.8	0.2	-0.4	102.1	-1.8	96.2	101.7
Cc1cc(N2CCCC2)nc2ccc(NC(=S)NCCCN3CCC(C)CC3)cc12	-8.0	-15.1	7.5	-2.5	104.5	0.4	94.2	104.5
O=c1c2c(-c3cccs3)csc2ncn1/N=C/c1ccccn1	-8.0	-0.2	0.9	-0.9	82.2	7.7	155.7*	91.1
CCc1cc(=O)oc2cc(C)cc(OC(C)C(=O)NCc3cccnc3)c12 (stereo not given)	1.1	-6.0	5.4	1.1	94.9	11.6	95.1	108.1
COCCNC(=O)c1cc(-c2ccccc2C)n(CC2CC(c3cccc([N+](=O)[O-])c3)=NO2)n1 (stereo not given)	nt	nt	4.5	-4.6	101.2	2.2	105.5	103.7
CC(=O)Nc1ccc2c3c(cccc13)C(=O)N(c1ccccc1)C2=O	-0.1	2.1	2.2	0.8	89.1	-2.1	93.4	90.9
CC(=O)Nc1sc2c(c1CN1CCN(C)CC1)CCCC2	-4.6	-0.1	0.1	-3.3	105.2	2.2	92.3	104.3
Cc1cc(C)nc(NC(=O)NS(=O)(=O)Nc2ccc(Br)cn2)n1	14.9	33.1*	-6.1	6.5	104.2	0.9	100.6	109.4
C[C@H](CO)N1C[C@H](C)[C@@H](CN(C)S(C)(=O)=O)Oc2c(NC(=O)C3CC3)cccc2C1=O	nt	nt	3.3	-0.1	94.9	0.3	99.5	93.0
CC(=O)c1c(N)c(C#N)c(C)n1-c1ccc(Br)cc1	-8.6	2.7	0.1	-8.3	91.9	5.3	91.7	104.8
CCCNC(=O)c1cc(-c2ccco2)on1	-8.9	5.4	-8.0	-4.4	99.9	8.8	109.0	106.0
Cc1ccc(N=CNc2ccc(C)cc2C)c(C)c1	4.6	-16.3	1.1	1.7	100.5	-0.6	104.3	104.6
Cc1ccc(C(=O)NCCCNC(=O)c2ccccc2C)cn1	3.3	4.4	9.9	0.7	107.8	-0.6	96.2	102.9
COc1cc(SC)ccc1C(=O)Nc1ccc(S(=O)(=O)N2CCCC2)cc1	13.2	6.8	9.7	5.0	101.3	-1.7	102.3	105.1
CCCOc1ccc(C(CC(=O)O)NC(=O)c2sc3ccccc3c2Cl)cc1 (stereo not given)	0.3	6.8	20.8	14.9	100.7	0.9	105.5	106.7
COc1ccc(C(=O)Nc2nc3ccccc3c(=O)[nH]2)cc1	7.0	6.2	-7.5	4.2	104.8	73.6*	118.1	111.9
Cn1nc(-c2ccccc2)c(COC(=O)c2cccc(Cl)c2)c1S(=O)(=O)c1ccccc1	-0.3	-6.3	1.6	-6.6	100.8	0.0	97.3	110.2
CN(Cc1ccccc1)S(=O)(=O)c1nnc(NC(=O)c2ccccc2F)s1	3.6	10.5	-7.5	3.6	96.9	0.1	99.9	97.6
CCCN(CC(=O)Nc1cc(Cl)ccc1Cl)C(=O)c1ccc(N2CCCC2=O)cc1	nt	4.7	-7.5	7.7	96.6	2.8	99.8	105.6
CC1CCCC(C)N1C(=O)COC(=O)c1cccc(S(=O)(=O)N(C)c2ccccc2)c1 (stereo not given)	nt	5.2	-1.1	-1.5	92.8	-0.1	94.7	94.1
CCOc1cccc(CNc2ccc(O)cc2)c1OCc1ccc(Cl)cc1Cl	-1.4	10.7	-15.4	-4.3	98.8	6.1	116.8	118.0
C=CCn1c(C)cc(C(=O)CSc2nnc(C3CC3)n2C2CC2)c1C	nt	-10.3	0.0	0.7	102.3	1.8	108.0	102.2
CC(=O)c1c(C)n(C)c2ccc(O)cc12	8.3	1.9	6.7	-2.8	98.2	25.9	95.5	110.7
Cc1sc2ncnc(NCC3CCCO3)c2c1C (stereo not given)	-1.4	-5.5	8.3	-8.0	90.5	1.1	92.6	96.2
Cc1cc(OCC(O)CN2CCCC2)cc(C)c1Cl (stereo not given)	4.0	-3.2	4.2	-6.3	96.3	1.6	96.9	89.0
CCOC(=O)CCS(=O)(=O)c1ccc(-c2ccc(S(=O)(=O)CCC(=O)OCC)cc2)cc1	15.3	0.3	5.2	4.3	97.4	1.0	97.8	100.2
CCC(=O)c1c[nH]c(C(=O)NCCCn2ccnc2)c1	-2.9	0.6	-1.5	5.5	100.1	29.9	100.1	106.0
CC(NCc1ccc2c(c1)OCO2)C(=O)NC1CCCc2ccccc21 (stereo not given)	-4.0	-10.4	-7.2	1.1	100.6	6.8	102.7	109.3
CC(=O)c1cccc(Oc2cc(NN3CCCCC3)c([N+](=O)[O-])cc2[N+](=O)[O-])c1	-0.3	-7.4	-9.1	7.6	96.6	4.3	104.5	86.4
CCN(C(=O)CSc1nnc(C(C)N(C)C)n1-c1ccc(F)cc1)C1CCS(=O)(=O)C1 (stereo not given)	nt	9.2	12.1	-5.2	95.7	-1.0	100.0	95.3
O=C(Nc1nnc(-c2ccccc2)o1)c1ccc(Cl)cc1	3.5	-0.5	5.0	-6.4	91.9	0.7	145.3	98.3
Cc1ccc(CNc2ccccc2C(=O)O)s1	7.0	-5.4	8.3	-1.3	98.7	2.6	107.9	99.5
COc1ccc(C[C@H]2CN3C(=NC[C@H]3Cc3ccccc3)N2CCNC(=O)c2ccc(C)c(Br)c2)cc1	-6.7	-0.9	-4.5	-1.0	88.6	6.3	123.4	91.7
COc1ccc(/C=C2\Oc3cc(OCC(=O)N4CCC[C@H]4C(=O)O)ccc3C2=O)c(OC)c1	-2.2	9.5	7.8	3.2	102.6	0.0	109.5	108.0
Cc1nc(-c2ccccc2)nc(Cl)c1Cl	-2.2	21.1	4.1	-6.8	99.4	0.4	91.7	99.0
COc1ccc(Br)cc1[C@H]1[C@@H]2C=CCC[C@@]2(C)C(=O)N1Cc1ccccc1	8.2	7.4	-0.2	3.3	101.3	0.2	96.0	100.6
CCOC(=O)C1=C(C)N(c2nonc2NC(C)=O)C(N)=C(C#N)C1c1ccccc1F (stereo not given)	6.3	16.1	-2.3	0.3	94.9	-1.2	93.5	98.9
COc1cc2c(cc1NC(=O)C(C)Sc1nc3ccccc3n1C)oc1ccccc12 (stereo not given)	-1.7	-13.7	-5.5	-3.3	99.1	15.2	96.0	102.2
CCOC(=O)Nc1ccc(C)cc1NC(=O)OCC	3.5	-14.0	3.4	-3.3	100.9	11.0	96.1	97.9
COCC(=O)Nc1cc(Cl)c(OC)cc1OC	-2.3	13.0	5.0	-3.6	102.6	-0.7	101.1	94.0
CCc1nnc(NC(=O)c2cccc(S(=O)(=O)N3CCN(c4ccccc4)CC3)c2)s1	5.2	3.4	-9.4	6.1	106.7	13.1	104.0	101.4
Cn1c(=O)oc2cc(S(=O)(=O)N3CCCC(C(=O)NC4CCCc5ccccc54)C3)ccc21 (stereo not given)	-3.0	1.0	-8.5	2.4	100.9	-2.1	100.2	104.0
O=S(=O)(Nc1ccc(Cl)cn1)c1ccc2c(c1)OCCO2	5.0	1.1	16.8	5.4	98.8	1.9	102.4	105.4
COc1cc(OC)cc(-c2nnc(NC(=O)CCS(=O)(=O)c3ccccc3)o2)c1	6.1	-2.2	1.4	-5.5	92.9	11.9	102.1	104.0
CCc1nnc(NC(=O)c2cc(S(=O)(=O)N(CC)CC)ccc2Cl)s1	10.2	-1.3	-2.5	1.5	103.3	-0.1	95.7	99.6
O=C(NNC(=O)c1c(F)cccc1F)c1sccc1-n1cccc1	-0.1	15.7	6.0	0.2	94.8	1.6	123.1	105.4

(continued)
SMILES	EBNA-1 inhibitor	ZTA counter	proCasp7 act	procasp3 activ	RPL19A TOR yeast	AHR activator	LAP4 TOR yeast	MEP2 TOR yeast
NS(=O)(=O)c1ccc(CCNC(=O)CSc2ccccc2)cc1	-8.5	-18.0	7.8	10.2	92.4	6.5	89.2	95.7
CC(=O)NC(=O)COC(=O)c1ccc2ncsc2c1	-8.3	-3.9	0.4	0.1	92.7	1.1	95.7	97.8
Cc1cccc(-c2ocnc2C(=O)Nc2ccccc2C(=O)N2CCCC2)c1	3.7	2.0	6.2	0.7	102.8	18.4	104.9	107.1
Cc1ccc(Sc2ccc(NC(=O)CCN3C(=O)NC4(CCCC4)C3=O)cc2)c(C)c1	nt	12.1	4.9	9.1	95.5	1.2	104.2	93.8
COc1ccc(OC)c(CCNC(=O)CS(=O)(=O)Cc2nc(-c3ccccc3Cl)oc2C)c1	8.6	9.0	3.8	-0.3	96.5	9.0	102.2	93.7

Some of these compounds in order of length of the SMILES, falling.
SMILES	EBNA-1 inhibitor	ZTA counter	proCasp7 act	procasp3 activ	RPL19A TOR yeast	AHR activator	LAP4 TOR yeast	MEP2 TOR yeast
Cc1ccc(Sc2ccc(NC(=O)CCN3C(=O)NC4(CCCC4)C3=O)cc2)c(C)c1	nt	12.1	4.9	9.1	95.5	1.2	104.2	93.8
CCc1nnc(NC(=O)c2cc(S(=O)(=O)N(CC)CC)ccc2Cl)s1	10.2	-1.3	-2.5	1.5	103.3	-0.1	95.7	99.6
O=C(NNC(=O)c1c(F)cccc1F)c1sccc1-n1cccc1	-0.1	15.7	6.0	0.2	94.8	1.6	123.1	105.4
NS(=O)(=O)c1ccc(CCNC(=O)CSc2ccccc2)cc1	-8.5	-18.0	7.8	10.2	92.4	6.5	89.2	95.7
